# Screens deposited in PubChem by National Center for Advancing Translational Sciences (NCATS).
# IkB sig inh = inhibitors of IkB signaling in ABC-DLBCL cells | ABC-DLBCL IkBa-CBG/CBR dual luciferase ratio, 4 h; response scale: scaled: untreated 0%, proteasome inhibitor 100% | Potency, µM (highest dose often 57.1 µM), inactives show top-dose IkBa stabilization activation | actives 0.04% (n = 110,000); active = well fitted curve in the direction sought with a large enough effect in the signal ratio, not every such curve was filed as active; inconclusive = small, poorly fitted or top-dose-only effect, or a change in a side signal; the % refers to the signal ratio;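 note: the direction sought is a rising ratio; 0% = basal untreated cells and 100% = reference inhibitor full response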
#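 Luminescence ratio of IκBα-fused green versus native red beetle luciferase in OCI-Ly3 cells, 4 h post-doxycycline with compound; red signal alone, scaled from basal (0%) to zero light (-100%), flagged nonspecific or cytotoxic effects.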
# p53ts 32C tox = kills p53ts cells at the permissive temperature; H1299-p53A138V at 32C, ATP luminescence viability, 24 h; Potency, µM (top dose mostly 46.1 µM), for inactives: at the top dose activity change, negative = cytotoxicity, actives largely listed as cytotoxic; actives 0.93% (n = 130,000);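 note: 0% = DMSO and -100% = full killing by reference compound; nearly all actives have a fitted effect of over 55% in size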
#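 H1299-p53 A138V cells (temperature-sensitive p53) exposed 24 h to up to 46 uM compound at 32C, where p53 is wild-type in conformation. Viability read as ATP luminescence and normalised to DMSO and 100 uM tamoxifen. AC50 fitted with the Hill equation.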
# Imprint erasure = inducers of genomic imprint erasure in mouse ES cells. mouse ES Peg3-LacZ reporter, beta-gal luminescence, 40 h. Potency, µM (highest dose often 60.7 µM), inactives show at the highest dose activity change, positive = activation, hits mostly activators. actives 0.02% (n = 110,000);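 note: 0% = negative control wells on the plate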
#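 Gelatin-coated wells received 300 freshly trypsinized female ES cells with a Peg3LacZ-Neo reporter on the maternal allele, then incubated 40 hours at 37C. BetaGlo was added for 5 minutes at room temperature before a single luminescence read.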
# p53ts 39C tox = kills p53ts cells at the nonpermissive temperature; AID 902; actives 1.5% (n = 130,000); H1299-p53A138V viability at 39C, ATP luminescence, 24 h; Potency, µM (top dose mostly 46.1 µM), inactives show at the top dose activity change, negative = cell killing, usual class: cytotoxic; note: nearly all actives have a fitted effect of over 55% in size
# * marks the source's active call; other numbers are inactive results; ? = inconclusive; . = no result given; & = joins results of further samples; [ ] = dose if it differs, or a comment. Unless noted, calls come from the whole dose curve; as a rule, active = well fitted curve in the direction sought with a large enough effect; inconclusive = small, poorly fitted or top-dose-only effect, or another doubt; inactive = no such curve, though single readings can be large; an effect the other way counts as inactive or inconclusive. Unless noted, % is set by controls: 0 for no effect and ±100 for the full control effect; potency is the fitted concentration of half-maximal effect.
SMILES,IkB sig inh,p53ts 32C tox,Imprint erasure,p53ts 39C tox
Cc1ccc2c(c1)N(CCC(=O)N1CCC3(CC1)OCCO3)C(=O)CO2,0.2%,-24%,-17%,-9%
CCC(=O)c1cn(Cc2ccccc2C#N)c2ccccc12,0.9%,7%,-12%,-12%
Nc1cc(Cl)ccc1O,3.1%,-13%[1.84 µM],7%,24%
CCCCCCCCCCCOC(=O)c1ccccc1C(=O)OCCCCCCCCCCC,-1.7%,-4%[1.84 µM],2%,-14%
NC(N)=NOCC[C@H](N)C(=O)O,0.4%,3%,-6%,-13%
COc1ccc2c(c1)CC1(CN2C)C(=O)NC(=O)N(CCc2ccccc2)C1=O (stereo not given),1.3%,5%,10%,8%
O=C1CC(c2ccc(Br)cc2)c2c(c3ccccc3oc2=O)O1 (stereo not given),?,-3%,-9%[10.9 µM],-3%
Cc1oc(-c2ccccc2F)nc1CS(=O)CC(=O)N1CCC2(CC1)OCCO2 (stereo not given),0.1%,7%,-5%,1%
O=C(c1cc(S(=O)(=O)N2CCOCC2)ccc1F)N1CCC2(CC1)OCCO2,-0.5%,-11%,-9%,-11%
CCN(CC)c1ncnc2c1ncn2[C@@H]1O[C@@H](COP(=O)(O)OP(=O)(O)C(Br)(Br)P(=O)(O)O)[C@H](O)[C@@H]1O,-0.7%,15%,.,15%
CN(C)CP(=O)(O)CN(C)C=O,0.5%,6%,5%,10%
CCOC(OCC)P(=O)(O)CCCN,0.1%,0%,-5%,6%
Clc1ccc(C(c2ccccc2Cl)C(Cl)(Cl)Cl)cc1 (stereo not given),-0.6%,4%[1.84 µM],-4%,-5%
C=C(Cl)Cl,-3.0%,4%[1.84 µM],4%,5%
CC(C)c1cccc(O)c(=O)c1,.,-16%,-35%[inhibitor],?
COc1ccc(OCC(=O)N2CCN(Cc3ccc(SC)cc3)CC2)cc1,?,-17%,-11%[10.9 µM],-11%
CC1(C)C(=O)C=C[C@@]2(C)C1=C(O)C(=O)[C@@]1(C)C2CC[C@@]2(C)C(c3ccoc3)C[C@H]3O[C@@]321 (stereo not given in full),.,-7%,-27%,50%[activator]
COc1ccc2c(c1)-c1nc(NC(=O)c3ccc(Cl)cc3)sc1CC2,-0.3%,?,-7%[10.9 µM],10µM*
CCOC(=O)c1[nH]c(C)c(C(=O)N2CCC3(CC2)OCCO3)c1C,0.2%,4%,-4%,-5%
S=C(c1ccc(Cl)cc1)N1CCOCC1,0.5%,-2%,-10%,5%
Cc1ccc(NC(=[OH+])c2cc3ccccc3cc2O)c(C)c1.Cc1ccc(NC(=[OH+])c2cc3ccccc3cc2O)c(C)c1.[Ni],?,0%[9.22 µM],0%[10.9 µM],-8%[9.22 µM]
CCOC(=O)N(c1ccccc1)P1(=S)OCC(C)O1 (stereo not given),0.0%,4%,-4%,-7%
Cn1c(O)c(C=NCCOc2ccc(Cl)cc2)c(=O)n(C)c1=O,4.1%,-4%,-9%,27%
CCN(CC)N=O,0.5%,5%[1.84 µM],3%,-4%
Oc1ccc2c3c1O[C@@H]1c4[nH]c5c(c4C[C@@]4(O)[C@@H](C2)N(CC2CC2)CC[C@]314)C[C@]1(O)[C@@H]2Cc3ccc(O)c4c3[C@@]1(CCN2CC1CC1)[C@H]5O4,4.9%,-13%,.,14%
Cc1cccc(-n2c(-c3ccco3)nc3ccccc3c2=O)n1,1.0%,-5%,6%,-1%
CCCCOCCCn1c(N)c(C(=O)OC(C)COC)c2nc3ccccc3nc21 (stereo not given),.,-1%,.,10%
O[C@@H](Cc1ccncc1)C(Cl)(Cl)Cl,0.1%,-4%,-14%,-12%
ClC(Cl)(Cl)C(Cl)(Cl)Cl,-0.9%,-16%[1.84 µM],2%,-1%
O=P(NS(=O)(=O)c1ccc(Cl)cc1)(Oc1ccccc1)Oc1ccccc1,.,10%,.,?
CC1(C)N(O)C2CCCCC2N1O (stereo not given),-0.8%,6%,-7%,5%
[O-][n+]1onc2c1CCC1N(O)CCC21O (stereo not given),1.6%,6%,0%,0%
C[C@@]12CC(=O)[C@H]3[C@@H](CCC4=CC(=O)CC[C@]43C)[C@H]1CCC2=O,-0.4%[25.6 µM],0%[20.6 µM],-10%[16.8 µM],-7%[20.6 µM]
CCCOc1ccccc1C1SCC(=O)Nc2c1c(=O)[nH]n2C(C)CCC (stereo not given),0.6%,1%,-2%,1%
C=C[C@@H]1C[C@@]1(C)[C@@H](NP(=O)(c1ccccc1)c1ccccc1)c1ccccc1,.,12%,-9%,-4%
O=C(O)/C=C\c1ccc[c]([Sb](=[O])([OH])[OH])c1,1.7%[11.4 µM],9%[9.22 µM],.,11%[9.22 µM]
CCCN(CCC)[C@@H]1CCc2cccc(O)c2C1,?,-5%&-9%&-13%&15%,17%&-7%&4%,-16%&-17%&11%&-9%
C=C[C@H]1CN2CC[C@H]1C[C@H]2c1[nH]c2ccccc2c1CCO,.,-2%,-10%,-9%
O=C(CNC(=O)OCc1ccccc1)Nc1ccc(Br)cc1C(=O)c1ccccc1Cl,.,-14%,.,4%
CC(C)CN1CCC2(CC1)CCN(S(C)(=O)=O)CC2,-0.2%[11.4 µM],6%,.,3%
C[C@H](N)Cc1c[nH]c2ccc(O)cc12,0.2%&-4.3%,12%&-12%,-13%,-1%&-7%
N=C(N)n1cc(/C=N\N=C(N)N)cn1,0.9%[11.4 µM],7%[9.22 µM],-12%[10.9 µM],1%[9.22 µM]
CN1[C@@H]2CC[C@H]1CC(O[C@@H](c1ccccc1)c1ccccc1N)C2 (stereo not given in full),5.5%,-12%,.,4%
c1cc(CN2CC3(CCNCC3)C2)ccn1,3.4%[11.4 µM],-3%,.,7%
O=C(Cn1cc(C(=O)c2ccccc2)c2ccccc21)Nc1ccc(Br)cc1,?,24%,4%[10.9 µM],-29%
C=CCn1c(O)c(C(C)=NCCCO)c(=O)[nH]c1=O,5.2%,3%,-3%,3%
C=CP(=O)(O)c1ccccc1,-0.8%,2%,1%,17%
CCN1CCN(c2ncnc3ccc(Br)cc23)CC1,2.4%,5%,-4%,-7%
C=CCn1c(O)c(C(C)=Nc2ccc(NC(C)=O)cc2)c(=O)[nH]c1=O,-0.5%,0%,8%,6%
ClCC1CO1 (stereo not given),0.4%,0%[1.84 µM],-3%,15%
COc1cc2c(cc1OC)-c1c(OC)c(OC)cc3c1C(C2)N(C)CC3 (stereo not given),-5.0%,3%,-20%,4%
O=C(Cc1ccccc1)OCCN1CCCCC1,0.5%,5%,-7%,-14%
CC(C)CCCC(C)C1CCC2C3=CC[C@@H]4CC(O)CC[C@@]4(C)C3CC[C@]21C (stereo not given in full),.,2%,?,0%
CC(=NCCO)c1c(O)n(C2CCCCC2)c(=O)[nH]c1=O,-1.0%,0%,-5%,10%
CN1CCc2cc3c(cc2[C@@H]1O)OCO3,1.0%[25.6 µM],-3%[20.6 µM],-13%[16.8 µM],8%[20.6 µM]
COc1ccccc1NC(=O)c1oc2ccccc2c1NC(=O)c1ccccc1C(F)(F)F,2.9%,?,-24%[10.9 µM],16µM*
Cc1ccc2oc(-c3ccc(Cl)cc3)c(O)c(=O)c2c1,5µM*,-18%,-12%[10.9 µM],?
O=c1[nH]c(=O)n(Cc2ccc(F)cc2)c(O)c1C=NCc1cccnc1,0.0%,-8%,-9%,11%
Cc1cccc(NC(=O)N[C@@H]2N=C(c3ccccc3)c3ccccc3N(CC(=O)c3ccccc3C)C2=O)c1,.,12%,-13%,-2%
O=P(C(=Nc1ccc(Cl)cc1)N1CCOCC1)(N1CCOCC1)N1CCOCC1,.,0%,.,6%
# Going on with the list:
SMILES,IkB sig inh,p53ts 32C tox,Imprint erasure,p53ts 39C tox
Nc1c(C(=O)Nc2ccc([As](=O)(O)O)cc2)cnc2nnnn12,-0.6%[11.4 µM],-1%[9.22 µM],-8%[10.9 µM],-2%[9.22 µM]
CN1C(=O)C(C2c3ccccc3C(=O)N2Cc2ccccc2)C(=O)N(C)C1=O (stereo not given),9.2%,6%,-18%,-10%
Cc1ccc2c(c1)CC1(CN2C)C(=O)NC(=O)N(c2ccc(C)c(C)c2)C1=O (stereo not given),4.8%,-3%,0%,2%
C[N+]1(C)CCc2cc3c(cc2[C@@H]1[C@@H]1OC(=O)c2c1ccc1c2OCO1)OCO3,-2.0%,-10%,.,18%
CN=C(SCc1cc2c(cc1Cl)OCO2)c1c(O)n(C)c(=O)n(C)c1=O,10%,-6%,-23%,-2%
CCNC(=O)[C@@H]1O[C@@H](n2cnc3c(N)ncnc32)[C@H](O)[C@H]1O,0.9%,5%,-5%,-1%
COc1cccc(-n2nc(C(=O)N3CCC4(CC3)OCCO4)c3ccccc3c2=O)c1,-1.1%,12%,-6%,19%
OCC1CCCN2CCCCC12 (stereo not given),.,6%,7%&0%,3%

# Structures from the list above that have sulfur:
SMILES,IkB sig inh,p53ts 32C tox,Imprint erasure,p53ts 39C tox
Cc1oc(-c2ccccc2F)nc1CS(=O)CC(=O)N1CCC2(CC1)OCCO2 (stereo not given),0.1%,7%,-5%,1%
O=C(c1cc(S(=O)(=O)N2CCOCC2)ccc1F)N1CCC2(CC1)OCCO2,-0.5%,-11%,-9%,-11%
COc1ccc(OCC(=O)N2CCN(Cc3ccc(SC)cc3)CC2)cc1,?,-17%,-11%[10.9 µM],-11%
COc1ccc2c(c1)-c1nc(NC(=O)c3ccc(Cl)cc3)sc1CC2,-0.3%,?,-7%[10.9 µM],10µM*
S=C(c1ccc(Cl)cc1)N1CCOCC1,0.5%,-2%,-10%,5%
CCOC(=O)N(c1ccccc1)P1(=S)OCC(C)O1 (stereo not given),0.0%,4%,-4%,-7%
O=P(NS(=O)(=O)c1ccc(Cl)cc1)(Oc1ccccc1)Oc1ccccc1,.,10%,.,?
CCCOc1ccccc1C1SCC(=O)Nc2c1c(=O)[nH]n2C(C)CCC (stereo not given),0.6%,1%,-2%,1%
CC(C)CN1CCC2(CC1)CCN(S(C)(=O)=O)CC2,-0.2%[11.4 µM],6%,.,3%
CN=C(SCc1cc2c(cc1Cl)OCO2)c1c(O)n(C)c(=O)n(C)c1=O,10%,-6%,-23%,-2%

# 2 entries drawn at random from those above, as already listed:
SMILES,IkB sig inh,p53ts 32C tox,Imprint erasure,p53ts 39C tox
CN=C(SCc1cc2c(cc1Cl)OCO2)c1c(O)n(C)c(=O)n(C)c1=O,10%,-6%,-23%,-2%
COc1cccc(-n2nc(C(=O)N3CCC4(CC3)OCCO4)c3ccccc3c2=O)c1,-1.1%,12%,-6%,19%

# The list is partial. The share of hits here may be higher or lower than overall.
